All columns: NCI-60 one-dose screen, growth in % after 48 h at 10 µM unless noted; 100 = growth as untreated, 0 = no growth, -100 = all killed.
HOP-92: HOP-92 NSCLC cells; 6.3% of 71,000 active; AID 1794738
SK-MEL-5: SK-MEL-5 melanoma. 6.4% of 80,000 active. AID 1794755
HOP-62: HOP-62 NSCLC; 3.9% of 80,000 active; AID 1794735
CCRF-CEM: CCRF-CEM leukemia. 7% of 77,000 active. AID 1794778
EKVX: EKVX NSCLC; 3% of 71,000 active; AID 1794765
A549/ATCC: A549/ATCC NSCLC | 3.7% of 81,000 active | AID 1794740
M14: M14 melanoma; AID 1794745; 6.2% of 80,000 active
LOX IMVI: LOX IMVI melanoma; AID 1794757; 7.4% of 79,000 active
An asterisk follows results filed as active; · = no result given; & = joins results of further samples. The calls were made as follows: active = growth percent below 10; inactive = the rest.

The line under a structure holds: HOP-92	SK-MEL-5	HOP-62	CCRF-CEM	EKVX	A549/ATCC	M14	LOX IMVI
N#CC1=C(N)Oc2ccc3ccccc3c2C1c1ccccc1 (stereo not drawn)
→ 63	26	40	21	39	51	14	·
Cc1noc2c(Cc3ccc([N+](=O)[O-])cc3)nn(CC(=O)N/N=C/c3ccc(Br)cc3)c(=O)c12
→ 51	92	72	103	90	65	93	52
CO[C@H](C(=O)[C@@H](O)[C@@H](C)O)[C@@H]1Cc2cc3cc(OC4CC(OC5CC(O)C(O)C(C)O5)C(O)C(C)O4)c(C)c(O)c3c(O)c2C(=O)[C@H]1OC1CC(OC2CC(OC3CC(C)(O)C(O)C(C)O3)C(O)C(C)O2)C(O)C(C)O1 (stereo partly drawn)
→ -1.5*	·	7.5*	3.9*	17	2.7*	-71*	7.0*
CCOC1C=CC(OC(C)=O)C(COC(C)=O)O1 (stereo not drawn)
→ 85	99	85	·	100	82	97	101
O=C1NC(=C(Cl)Cl)/C(=N/S(=O)(=O)N2CCC(C3(C(F)(F)F)N=N3)CC2)N1
→ 87	92	104	·	90	106	99	·
Fc1ccc2nc(-c3c(-c4cccc5ccccc45)nc4sccn34)[nH]c2c1
→ 89	88	107	89	103	91	113	87
N#C/C(=C\c1ccco1)c1cc2ccccc2[nH]1
→ 95	95	89	93	82	91	99	95
COc1ccc(CN2c3ccccc3Sc3ccccc32)cc1F
→ 50	22	20	22	34	22	-3.3*	40
CCOc1nc2c(c(=O)n(C)c(=O)n2C)n1C
→ 70	·	105	107	96	102	97	100
Brc1ccc(-c2nnc(CN3C=NC4C(N5CCOCC5)=NC=NC43)o2)cc1 (stereo not drawn)
→ 120	·	97	106	100	113	99	98
COc1cc2c(c(OC)c1O)C(=O)C(OC)C(c1ccc(O)c(O)c1)O2 (stereo not drawn)
→ ·	-24*	42	-5.1*	47	18	-3.4*	13
COc1ccc(S(=O)(=O)n2cc(C=O)c3ccccc32)c(OC)c1
→ 43	67	78	33	91	93	53	64
O=C(CCCCCn1c2ccccc2c2c3c(c4c5ccccc5[nH]c4c21)C(=O)N(O)C3=O)N1CCOCC1
→ 90	0.8*	12	5.2*	78	91	39	-17*
CCOC(=O)c1sc(/N=C2\NC(=O)/C(=C/c3ccc(F)cc3)S2)nc1C
→ 54	81	79	93	86	88	91	87
C/C(=C/c1cccs1)C(=O)c1ccccc1
→ 92	101	103	105	·	100	106	101
CCn1c(=S)sc2c(NCc3ccc(Cl)cc3)nc(-c3cccnc3)nc21
→ 62	101	63	89	97	68	92	98
COc1ccc(OC)c(-c2cc(-c3ccccc3)c3c(N)c(C(C)=O)sc3n2)c1
→ 69	92	91	87	85	76	90	83
O=C(O)CN1CCc2c(sc3ncnc(N/N=C/c4cccc(Br)c4)c23)C1
→ 116	98	112	·	113	105	111	102
CCNc1ncnc2n[nH]nc12
→ 83	99	96	88	95	91	100	102
N/C(=N\N=C\c1ccc(Cl)cc1)c1c(N)nc(=S)[nH]c1-c1ccc(Cl)cc1Cl
→ 64	103	83	106	108	96	96	95
CCn1cc(/C=C2\SC(=S)NC2=O)c2c(C(=O)OC)cccc21
→ 94	101	87	91	·	105	105	69
Cc1ccc(-c2nc(C#N)c(N3CCN(S(C)(=O)=O)CC3)o2)cc1
→ 97	99	111	117	106	94	100	98
CC(C)(C)c1ccc(OCCCCCCCN2CCNCC2)cc1
→ 33	44	54	18	70	45	45	-78*
COC(=O)c1nc(-c2ccccc2)oc1S(=O)(=O)Cc1ccccc1
→ 87	93	99	-6.1*	119	97	48	61
CCOC(=O)N1CCN(/C=c2\sc3ncnn3c2=O)CC1
→ 96	102	101	86	·	93	103	101
COC(=O)Cc1[nH]c(=O)[nH]c1C(N)=O
→ 93	101	106	102	102	104	106	104
CCOC(=O)/C=C/c1ccc(F)cc1
→ 91	97	·	106	103	82	99	100
CC1(C)[C@H](O)CC[C@]2(C)[C@@H]1CC[C@@]13C[C@H](CC[C@H]12)[C@]1(CO1)C3
→ 118	96	101	93	95	109	105	98
CC[N+](C)(CCO)C(Cc1ccccc1)c1ccccc1 (stereo not drawn)
→ 103	98	89	100	105	72	98	100
CCCCNC(=O)Nc1ncn[nH]1
→ 101	102	104	106	104	112	109	109
Cc1cnc(SCc2ccccc2Cl)nc1N(C)C
→ 90	95	85	76	94	98	85	100
COc1cc(C2CC(c3cccc(Nc4ccnc5cc(Cl)ccc45)c3)=NN2c2ccc(Cl)cc2)cc(OC)c1OC (stereo not drawn)
→ 38	34	77	63	·	57	25	44
CC(Cc1ccccc1)N1CCCC1=O (stereo not drawn)
→ 84	111	90	95	100	99	97	100
CC[C@H]1[C@@H]2C=C[C@@H]3[C@H]4C/C=C\C(=O)NCCC[C@@H]5NC(=O)/C(=C(O)/C=C/[C@@H]4C[C@@H]3[C@H]2C[C@H]1C)C5=O
→ -20*	-70*	-50*	-17*	15	37	-11*	-85*
N#CC1C2C=CC(CC2)C1C#N (stereo not drawn)
→ 91	99	85	87	99	84	104	99
C=CCN1C(=O)[C@]2(SC1=S)[C@H](c1cccc(Cl)c1)CN(C)[C@]21C(=O)NC2C=CC(Cl)=C[C@H]21 (stereo partly drawn)
→ -6.5*	42	64	4.7*	38	42	30	13
COc1ccccc1S(=O)(=O)Nc1ccc2c3c(cc(-c4cnn(C5CC5)c4)nc13)C(=O)N2C
→ 41	58	51	77	56	66	61	47
Fc1cc(-c2nnc3n2NC(=Nc2ccc(Cl)cc2Cl)CS3)c(Cl)cc1Cl
→ 75	84	80	79	76	88	103	82
NC(=S)c1ccc[n+]([O-])c1
→ 90&110	106&101	97&90	115&107	94&95	102&110	94&103	90&95
CCNc1nc(O)c(/C=C2\C=Nc3ncccc32)s1
→ 4.4*	9.2*	-27*	3.0*	14	11	0.7*	1.8*
CCNCC(C)(C)O
→ 84	97	100	106	100	96	96	101
CC(C)CCC[C@@H](C)C1CCC2C3CCC4=C/C(=N/OCCN5CCCCC5)CC[C@]4(C)C3CC[C@@]21C (stereo partly drawn)
→ 77	101	98	58	106	93	93	73
O=S(Cc1ccccc1)/C(=C/NC(=S)Nc1cc(Cl)ccc1Cl)c1ccccc1 (stereo not drawn)
→ 101	102	93	100	99	97	97	94
Cc1c2c(cc[n+]1Cc1ccc(F)cc1)c1ccc(OCc3cccc(F)c3)cc1n2Cc1cccc(F)c1
→ -74*	-99*	-91*	-54*	-23*	25	-82*	-83*
O=C1OC(c2ccccc2)(c2cc(Br)c(O)c(Br)c2)c2ccccc21 (stereo not drawn)
→ 71	106	110	17	115	112	107	104
NC(=S)Nc1nnc(SCC(=O)Nc2ccc3oc(=O)ccc3c2)s1
→ 103	106	85	105	88	105	99	89
CN(C)Cc1cccc(CN(C)C)c1O
→ ·	96	98	87	·	92	89	72
Nc1ncnc2c1ncn2Cc1nnc(CCC(=O)c2nc3ccccc3[nH]2)o1
→ ·	105	111	105	106	104	129	89
CC1=CC2ON(C(=O)c3ccccc3)C1C1C(O)c3ccccc3N3C(=O)CO[C@]213 (stereo partly drawn)
→ 90	104	102	91	96	91	101	100
CCN(CC)CCCC(C)Nc1ccnc2c(Cl)cc(Cl)cc12 (stereo not drawn)
→ 78	109	83	96	80	72	94	90
Cc1ccccc1S(=O)(=O)n1cc(C(=O)C(=O)Nc2ccncc2)c2ccccc21
→ ·	83	100	61	21	58	119	108
COc1ccc(N2C(=O)CSC2c2ccc(Cl)cc2)cc1 (stereo not drawn)
→ 68	·	109	86	99	96	103	100
C=CCN(C)S(=O)(=O)/N=C1\NC(=O)NC1=C(Cl)Cl
→ -23*	92	76	-27*	63	103	·	-88*
O=C(Nc1ccc(CO)cc1)c1ccccc1Nc1ccnc(C(F)(F)F)c1
→ ·	107	95	90	·	99	100	92
C1=C(N2CCCC2)CCC1
→ 66	95	103	106	95	99	96	97
O=S(=O)(O)c1ccc(Nc2ccccc2)cc1
→ 105	101	102	105	108	99	101	95
CNC(=O)c1cc(N2CCc3cc(NC(=O)Nc4cccc(C(F)(F)F)c4)ccc32)ccn1
→ 73	30	91	36	64	56	·	61
Nc1nc2nnc(-c3ccccc3)c(-c3ccccc3)n2n1
→ 61	87	17	102	93	101	127	88
Cc1cscc(C)c1=S
→ 108	90	100	91	110	88	93	70
CC1=[N+](CCN(C)C)[B-](F)(F)OC(c2ccccc2)=C1
→ 90	102	103	108	96	92	96	100

An excerpt from above, showing only EKVX and A549/ATCC.
smiles	EKVX	A549/ATCC
Cc1cscc(C)c1=S	110	88
CC[C@H]1[C@@H]2C=C[C@@H]3[C@H]4C/C=C\C(=O)NCCC[C@@H]5NC(=O)/C(=C(O)/C=C/[C@@H]4C[C@@H]3[C@H]2C[C@H]1C)C5=O	15	37

Remaining list, next part.
The line under a structure holds: HOP-92	SK-MEL-5	HOP-62	CCRF-CEM	EKVX	A549/ATCC	M14	LOX IMVI
O=C1CC[C@@H](C(=O)N[C@H]2CSSC[C@@H](C(=O)NCCc3ccc(O)cc3)NC(=O)[C@H](Cc3ccccc3)NC(=O)[C@@H]3CCCN3C(=O)[C@@H]3CCCN3C2=O)N1
→ 95	100	100	103	111	87	99	101
CN(C)CCC1(c2ccccc2)CCN(C)C1=O (stereo not drawn)
→ 123	96	97	103	110	105	108	102
CCN(CC)c1nc(Cl)nc2c1ncn2CCCNc1ccnc2cc(Cl)ccc12
→ 71	85	88	95	87	89	87	85
COc1ccc2cc(NC(C)=O)ccc2c1
→ 105	110	109	106	101	114	113	103
CC(C)(CCC(=S)N1CCOCC1)c1ccccc1
→ 71&78	103&97	·	105&112	93&109	95	109&112	105&98
CCN1C(=O)C(C)C=C(C)C=C1C (stereo not drawn)
→ ·	98	105	102	114	105	120	103
O=C(Nc1ccc(CN2CCOCC2)cc1)c1[nH]ncc1Nc1ncnc2sccc12
→ 23	-17*	20	5.4*	13	14	14	-14*
COc1cc(O)c(/C=N/N2C(=O)CSC2=S)c(OC)c1
→ 101	45	95	97	99	102	111	87

In the list so far, 4 have a thiophene ring, fused or not:
The line under a structure holds: HOP-92	SK-MEL-5	HOP-62	CCRF-CEM	EKVX	A549/ATCC	M14	LOX IMVI
C/C(=C/c1cccs1)C(=O)c1ccccc1
→ 92	101	103	105	·	100	106	101
COc1ccc(OC)c(-c2cc(-c3ccccc3)c3c(N)c(C(C)=O)sc3n2)c1
→ 69	92	91	87	85	76	90	83
O=C(O)CN1CCc2c(sc3ncnc(N/N=C/c4cccc(Br)c4)c23)C1
→ 116	98	112	·	113	105	111	102
O=C(Nc1ccc(CN2CCOCC2)cc1)c1[nH]ncc1Nc1ncnc2sccc12
→ 23	-17*	20	5.4*	13	14	14	-14*

Whole records from above. Screens in order: HOP-92	SK-MEL-5	HOP-62	CCRF-CEM	EKVX	A549/ATCC	M14	LOX IMVI
O=C(Nc1ccc(CN2CCOCC2)cc1)c1[nH]ncc1Nc1ncnc2sccc12 is entered as 23	-17*	20	5.4*	13	14	14	-14*
CCN(CC)c1nc(Cl)nc2c1ncn2CCCNc1ccnc2cc(Cl)ccc12 is entered as 71	85	88	95	87	89	87	85
CCN1C(=O)C(C)C=C(C)C=C1C (stereo not drawn) is entered as ·	98	105	102	114	105	120	103
CC(C)(CCC(=S)N1CCOCC1)c1ccccc1 is entered as 71&78	103&97	·	105&112	93&109	95	109&112	105&98

Screens (PubChem)
